N370S GC mod = inhibits or activates N370S mutant glucocerebrosidase | 0.092% of 330,000 active | N370S GC spleen homogenate, 4MU-glucoside fluorescence | Potency, µM (titrated, usually from 59.4 µM), inactives show at the top dose activity change, negative = inhibition, actives largely listed as inhibitors | P04062 | AID 2101;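 further: 0% = full enzyme activity and -100% = no enzyme basal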
TDP1 block = blocks human tyrosyl-DNA phosphodiesterase 1; Q9NUW8; recombinant TDP1, AlphaScreen DNA substrate cleavage; Potency, µM (doses to about 130 µM), for inactives: top-dose activity change, negative = inhibition, usual class: inhibitors; 0.28% of 350,000 active; AID 485290; further: nearly all actives have a fitted effect of over 40% in size
Target sequence (Q9NUW8 whole entry, looked up): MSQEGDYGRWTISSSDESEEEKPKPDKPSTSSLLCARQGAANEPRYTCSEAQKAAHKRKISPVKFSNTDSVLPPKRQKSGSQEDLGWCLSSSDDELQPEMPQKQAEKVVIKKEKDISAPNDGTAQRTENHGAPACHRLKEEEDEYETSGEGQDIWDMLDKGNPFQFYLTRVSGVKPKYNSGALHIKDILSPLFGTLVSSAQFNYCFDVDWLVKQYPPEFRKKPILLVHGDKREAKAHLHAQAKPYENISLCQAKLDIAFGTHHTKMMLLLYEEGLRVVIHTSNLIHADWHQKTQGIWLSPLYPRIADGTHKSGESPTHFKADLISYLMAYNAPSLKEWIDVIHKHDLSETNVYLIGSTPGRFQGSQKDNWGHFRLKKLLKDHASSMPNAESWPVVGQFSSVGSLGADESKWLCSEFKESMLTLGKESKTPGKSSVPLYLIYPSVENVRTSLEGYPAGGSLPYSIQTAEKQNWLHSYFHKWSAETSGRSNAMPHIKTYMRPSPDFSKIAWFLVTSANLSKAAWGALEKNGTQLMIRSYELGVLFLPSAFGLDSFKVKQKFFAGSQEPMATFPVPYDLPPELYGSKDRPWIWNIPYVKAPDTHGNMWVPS
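Signal: AlphaScreen proximity between streptavidin donor and anti-FITC acceptor beads on intact substrate. Reaction: Tdp1 1 nM, substrate 15 nM final, 5 min RT after 15 min compound preincubation.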
FEN1 inhibitor = blocks human flap endonuclease 1; P39748; 0.35% of 390,000 active; Recombinant FEN1 flap cleavage, fluorescence, 15 min; Potency, µM (series often up to 114 µM), without a hit: at the top dose activity change, negative = inhibition, hits mostly inhibitors; AID 588795; further: nearly all actives have a fitted effect of over 65% in size
Target sequence (P39748 whole entry, looked up): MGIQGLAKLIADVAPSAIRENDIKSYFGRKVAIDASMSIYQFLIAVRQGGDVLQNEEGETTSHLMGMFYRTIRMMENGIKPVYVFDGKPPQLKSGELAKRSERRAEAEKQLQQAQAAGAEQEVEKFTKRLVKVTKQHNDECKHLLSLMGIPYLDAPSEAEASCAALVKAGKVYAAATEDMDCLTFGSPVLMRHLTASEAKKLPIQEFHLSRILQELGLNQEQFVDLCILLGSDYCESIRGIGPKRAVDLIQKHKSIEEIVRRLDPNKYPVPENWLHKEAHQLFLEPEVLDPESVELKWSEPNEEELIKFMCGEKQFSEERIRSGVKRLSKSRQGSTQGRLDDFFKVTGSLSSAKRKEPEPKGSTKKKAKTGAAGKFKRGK
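Potency values derive from four-parameter Hill fits of normalized qHTS data. The reaction used 10 nM FEN1 preincubated 15 min at room temperature with compound, then 50 nM DNA substrate, read at 0 and 15 min.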
Numbers without * were called inactive; ? = inconclusive; / = no result given; [ ] = dose if it differs, or a comment. The call rests on the fitted dose curve; in most records, active means well fitted curve in the direction sought with a large enough effect; inconclusive means small, poorly fitted or top-dose-only effect, or another doubt; inactive means no such curve, though single readings can be large; an effect the other way counts as inactive or inconclusive. Unless noted, on the % scale 0 is the no-effect control and ±100 the full control effect; potency means the concentration at half of the fitted maximal effect.

Every second line gives: N370S GC mod | TDP1 block | FEN1 inhibitor
> CN1CCN(c2ccc(NC(=O)CSc3nnnn3-c3ccccc3F)cc2)CC1
  -2% | 2% | 16%
> O=C(CC1C(=O)N(c2ccccc2)C(=O)N1CCc1cccs1)Nc1ccc(Cl)cc1 (stereo unspecified)
  / | 6% | -10%
> O=C1OC(Nc2ccc(Br)cc2F)c2ccccc21 (stereo unspecified)
  10% | 4% | -5%
> COc1ccc(CCNC(=O)CCCCn2c(=O)c3ccccc3n(Cc3ccc(F)cc3Cl)c2=O)cc1OC
  / | 4% | 1%
> Cc1ccc(S(=O)(=O)N2CCCCC2)cc1NC(=O)CNC(C)c1ccc(Cl)c(Cl)c1 (stereo unspecified)
  / | 0% | -2%
> CC(Oc1ccccc1Cl)C(=O)N1CCCN(C)CC1 (stereo unspecified)
  -22% | 1% | 3%
> CCOC(=O)c1cc(C(=O)Nc2ccc(S(=O)(=O)Nc3ccc(OC)cc3)cc2)nn1C
  -8% | 7% | /
> O=C(CCc1cn(Cc2ccccc2F)c2ccccc12)NCc1ccc(Cl)cc1
  / | 3% | 17%
> CSc1nccn1C(=O)c1ccccc1[N+](=O)[O-]
  -4% | 5% | -9%
> Cc1ccc(N2CC(NC(=O)C(=O)c3c(C)[nH]c4ccccc34)CC2=O)cc1 (stereo unspecified)
  -2% | 0%[0.505 µM] | 5%
> N#CCCn1cc(/C=N/N=C2\NC(=O)C(CC(=O)O)S2)c(-c2ccc(F)cc2)n1 (stereo unspecified)
  3% | 2% | 0%
> CCn1c(C)c(C2=CCN(S(=O)(=O)c3ccccc3)CC2)c2ccccc21
  -3% | 7% | -9%
> S=C1SCN(CCN2CCOCC2)CN1Cc1ccccc1
  -1% | 2% | 2%
> CC1=C(c2ccc(C(C)C)cc2)S(=O)(=O)NC1=NCc1ccc(Cl)cc1
  / | 6% | 8%
> O=P(c1ccccc1)(c1ccccc1)c1nc(-c2ccccc2)oc1NCc1ccccc1
  ? | 7% | -16%
> CC(C)COc1ccc(C(=O)N(CC(=O)Nc2ccccc2C(F)(F)F)Cc2ccco2)cc1
  ? | / | -9%
> COc1cc(/C=C/C(=O)Nc2cccc(S(=O)(=O)N3CCOCC3)c2)ccc1OCC#N
  / | 0% | -18%
> CCOC(=O)C1(CC2CC2)CCN(C(=O)c2cc(C3CC3)nc3ccccc23)CC1
  14% | / | -5%
> CCCC(=O)OCC(=O)Nc1ccc(N=Nc2ccccc2)cc1
  -8% | 8% | 3%
> Cc1ncc([N+](=O)[O-])n1CC(=O)N/N=C/c1ccccc1F
  1% | 5% | -12%
> Cc1cccc(N2C(=O)CSC23C(=O)N(Cc2cccc(C(F)(F)F)c2)c2ccccc23)c1 (stereo unspecified)
  / | 1% | -19%
> O=C(Cc1ccsc1)Nc1ccc(S(=O)(=O)C(F)F)cc1
  -3% | 0% | -3%
> CN(C)c1ccc(/C=C(/NC(=O)c2ccccc2Cl)C(=O)NCCN2CCOCC2)cc1
  ? | 4% | -13%
> Cc1cc(C(=O)NCC(=O)Nc2c(C)cccc2C)c(C)o1
  0% | 4%[56.1 µM] | -1%
> Nc1nc(SCC(=O)Nc2ccc3c(c2)OCO3)n[nH]1
  -1% | 0% | 6%
> Cc1ccc(C(=O)NC2(C(F)(F)F)N=C(c3ccccc3)N(C3CCCCC3)C2=O)cc1 (stereo unspecified)
  / | 6% | -20%
> CN(C)CCCNC(=O)c1cc2c3ccccc3n(C)c2s1
  6% | -2% | -10%
> O=C(COc1ccccc1[N+](=O)[O-])Nc1ccccc1N1CCCC1
  ? | 9% | -5%
> O=[N+]([O-])c1ccccc1S(=O)(=O)NCC1CCC(CNCC2CCc3ccccc3C2)CC1 (stereo unspecified)
  -25% | 12% | /
> COc1cc(NC(=O)CCCn2c(=S)[nH]c3ccccc3c2=O)cc(OC)c1OC
  3% | 3% | 0%

Another view of 3 compounds above.
Cc1ncc([N+](=O)[O-])n1CC(=O)N/N=C/c1ccccc1F
  N370S GC mod: 1%
  TDP1 block: 5%
  FEN1 inhibitor: -12%

Nc1nc(SCC(=O)Nc2ccc3c(c2)OCO3)n[nH]1
  N370S GC mod: -1%
  TDP1 block: 0%
  FEN1 inhibitor: 6%

CN(C)CCCNC(=O)c1cc2c3ccccc3n(C)c2s1
  N370S GC mod: 6%
  TDP1 block: -2%
  FEN1 inhibitor: -10%

The listing continues:
Every second line gives: N370S GC mod | TDP1 block | FEN1 inhibitor
> CCCCN(C(=O)C(C)Oc1ccc(Br)cc1)c1c(N)n(CC(C)C)c(=O)[nH]c1=O (stereo unspecified)
  / | 0% | 2%
> CCC(Sc1nc(N)c(NC(=O)c2ccco2)c(=O)[nH]1)C(=O)O (stereo unspecified)
  -1% | 4% | 4%
> CCOc1ccc(-n2ccc(=O)c(C(=O)Nc3ccc(S(=O)(=O)Nc4nccs4)cc3)n2)cc1
  2% | -11% | ?
> O=C(CCOc1ccccc1)N(Cc1cccnc1)c1nc2c(F)cccc2s1
  / | 0% | -15%
> O=C(Nc1ccc(C(F)(F)F)cc1-c1ccccc1)c1ccccc1
  7% | -7% | 8%
> CC(=O)c1ccc(OCC(O)CN2CC(C)OC(C)C2)cc1 (stereo unspecified)
  3% | 2% | -7%
> COc1cc(/C=N/Nc2ccc(C(=O)O)cc2)ccc1O
  -20% | ? | 9%
> CCC1CCCCN1C(=O)CSc1n[nH]c(-c2ccccc2)n1 (stereo unspecified)
  / | 3% | 11%
> OC(COc1ccc2ccccc2c1)CN1CCN(c2ccc(F)cc2)CC1 (stereo unspecified)
  -14% | 8% | 10%
> O=C(Nc1ncc([N+](=O)[O-])s1)C1CCN(S(=O)(=O)c2cnc[nH]2)CC1
  -15% | 8% | -16%
> O=C1c2ccccc2C(=O)N1CCC(O)C[N+](=O)[O-] (stereo unspecified)
  2% | -8% | -6%
> Cc1csc2nc(-c3ccc(NS(=O)(=O)c4cccc(F)c4)cc3)cn12
  / | 5% | -20%
> Cc1ccc(C(=O)NC(=O)CSc2nncn2C)cc1
  1% | 6% | -5%
> O=C(Nc1ccc(S(=O)(=O)Nc2ccc(F)cc2)cc1)c1ccc(CN2CCOCC2)cc1
  26% | -5% | -1%
> COc1cc2cc(CN(CCN3CCOCC3)C(=O)Nc3ccc(F)cc3)c(=O)[nH]c2cc1OC
  26% | -3% | -16%
> Cc1ccc(Cl)cc1N(C(=O)c1csnn1)C(C(=O)NC1CCCC1)c1ccco1 (stereo unspecified)
  -4% | -3% | 11%
> O=C(Nc1ccccc1)Nc1cc(Cl)cc(Cl)c1
  6% | 3% | 13%
> CCN(CC)C(=O)Cn1cc(/C=C(\C#N)C(=O)N2CCN(c3ccccc3)CC2)c2ccccc21
  8% | 5% | 1%
> Cc1ccc(OCC(O)CNCc2ccccc2)cc1C (stereo unspecified)
  -7% | -1% | 1%
> O=C(COC(=O)CCC(=O)c1cccs1)Nc1ccccc1[N+](=O)[O-]
  0% | 3% | -2%
> CC(C)C[C@H](NC(=O)c1nc[nH]c1C(=O)N[C@@H](CC(C)C)C(=O)OC(C)(C)C)C(=O)OCc1ccccc1
  0% | / | -33%
> COc1ccc(C2=NCC(CSc3nnc(-c4ccc5c(c4)OCO5)o3)S2)cc1 (stereo unspecified)
  -13%[2.35 µM] | 6% | -4%
> Cc1cccc(NC(=S)NN(Cc2ccccc2)c2ccccc2)c1C
  / | 6% | -4%
> O=C(Nc1ccccc1C(=O)Nc1ccccn1)c1cc(F)c(F)cc1Cl
  0% | / | -11%
> CCCCN(C(=O)CN1CCOCC1)c1c(N)n(CC(C)C)c(=O)[nH]c1=O
  13% | 0% | -3%
> CN(C(=O)c1ccccc1C(=O)OCC(=O)NCc1cccs1)C1CCCCC1
  3% | 0% | 5%
> O=C1c2cccc3c([N+](=O)[O-])ccc(c23)C(=O)N1O
  -2% | / | 3.2µM*
> Cc1ccccc1OC/C(O)=C(\C#N)c1nc2ccccc2[nH]1
  16% | -2% | 11%
> O=c1n(Cc2ccccc2Cl)nc2n1-c1ccccc1SC2
  12% | -5% | -2%
> CC(C)(C)CC(C)(C)NCC(O)COCCOc1ccc(Br)cc1 (stereo unspecified)
  15% | -3% | 3%
> COc1ccc(OC)c(/C=N\NC(=O)CSc2nnc(CCCc3ccc(OC)c(C)c3)o2)c1
  27% | 3% | -19%
> Cc1ccccc1Nc1nc(N)nc(CSc2nc3ccccc3s2)n1
  -14% | 6% | -15%
> Cc1cc(OC(=O)C(C)(C)C)c([N+](=O)[O-])c(=O)[nH]1
  4% | -5% | -4%
> Cc1ccc([C@@H]2CC=C(C(=O)O)[C@H](c3ccc(Br)cc3)N2S(=O)(=O)c2ccccc2C)cc1
  / | 2% | -22%
> COc1cc2ncnc(Nc3cccc(Br)c3)c2cc1OC
  -13% | 14%[56.1 µM] | /
> COc1ccc(CCNc2nc(-c3ccc(C)cc3)cc(C(F)F)n2)cc1OC
  / | 0% | -7%
> CCCC(C)n1[nH]c(=O)c2c(C)cc(C)nc21 (stereo unspecified)
  16% | -2% | -7%
> COC(=O)c1nn(-c2ccccc2)c(Cl)c1/C=N/OCc1ccc(C)cc1
  19% | 3% | -18%
> CCOC(=O)N1CCN(C(=O)COc2ccc3c(c2)C(=O)CC(C)(C)O3)CC1
  23% | 3% | 2%
> CC(=O)c1ccc(Nc2nc(-c3cccnc3)cs2)cc1
  -4% | 4% | -3%
> Oc1ccc(/C=N/NC(=S)Nc2cccnc2)c(O)c1O
  -26% | / | 4.5µM*
> O=C(O)c1ccc2c(=O)n(-c3ccccc3)c(=S)[nH]c2c1
  5% | 0% | 1%
> CCCCc1nnc(NC(=O)C2CCN(c3ncnc4sc(C)c(C)c34)CC2)s1
  -9% | / | 3%
> Cc1cccc(NC(=O)C2c3ccccc3C(=O)N3CCc4ccccc4C23)n1 (stereo unspecified)
  13% | 6% | 2%
> CC1CCCN(c2nc3c(c(=O)n(C)c(=O)n3C)n2CCSc2nc3ccccc3s2)C1 (stereo unspecified)
  13% | -10% | -2%
> CCN(CC)c1nc2c(-c3cccc(Br)c3)nnn2c2ccccc12
  / | -4% | -6%
> Cc1cc(C#Cc2c(-c3ccccc3)n(C)c3ccccc23)ccc1F
  ? | / | -18%
> Nc1ncc(O)c(N)n1
  -3% | -4% | /
> CCCc1cc(NC(=O)COC(=O)c2nccnc2N)n(-c2ccccc2)n1
  / | -3% | 19%
> CCOc1ccc(N2CC(NC(=O)C3CCCCC3)CC2=O)cc1 (stereo unspecified)
  / | 0% | -5%
> COc1ccc(/C=N/N2CCN(Cc3ccc(C)cc3)CC2)cc1Br
  -13% | / | -5%
> Oc1cccc2ccc(N3CCOCC3)nc12
  -5% | / | 16%
> Cc1cc(NC(=O)CN2C(=O)NC3(CCCCCC3)C2=O)ccc1Br
  / | -1% | -20%
> COc1ccc2c(c1)C(C)CC(C)(C)N2C(=O)Nc1ccccc1 (stereo unspecified)
  -1% | / | 1%
> CC1CCC(Nc2nc3c(-c4ccc(Cl)cc4)nnn3c3ccccc23)CC1 (stereo unspecified)
  / | 4% | 18%
> O=C(/C=C/c1ccc2c(c1)OCO2)NCCSCc1c(Cl)cccc1Cl
  10% | 2% | -1%
> O=C(CCCC(=O)N(CC(=O)NC1CCCC1)c1cccc(F)c1)Nc1ccccn1
  -13% | -4% | -5%
> CCOC(=O)C1=C(C)N(C)C(=O)NC1c1ccccc1OC (stereo unspecified)
  -27% | -3% | 3%
> Cc1csc2c(N3CCN(C(=O)Nc4ccc(OC(F)(F)F)cc4)CC3)ncnc12
  -19% | 1% | -4%
> O=C(c1ccc(S(=O)(=O)N2CCCC2)cc1)N1CCCc2ccccc21
  -13% | 2% | 0%

Complete entries, quoted from the list:
`COC(=O)c1nn(-c2ccccc2)c(Cl)c1/C=N/OCc1ccc(C)cc1` as listed: N370S GC mod = 19%; TDP1 block = 3%; FEN1 inhibitor = -18%
`COc1cc2ncnc(Nc3cccc(Br)c3)c2cc1OC` as listed: N370S GC mod = -13%; TDP1 block = 14%[56.1 µM]; FEN1 inhibitor = /

(further entries)
Every second line gives: N370S GC mod | TDP1 block | FEN1 inhibitor
> COc1cccc(CN(C)C(=O)c2ccc(NS(=O)(=O)c3ccc4[nH]c(=O)[nH]c4c3)cc2)c1OC
  -23% | 4% | 4%
> CC(=O)NCC(=O)NC1(C(=O)NC2CCCC2)CCCCC1
  4% | 0% | -5%
> N#CC(C#N)=C1C=C2C=C(N3CCCCC3)CCC2CC1 (stereo unspecified)
  10% | 8% | ?
> Cc1ccc(CN2C(=O)CSc3ccc(C(=O)NC4CC4)cc32)cc1
  0% | 7%[0.0935 µM] | 6%

Assay outcomes (PubChem)
